# Source: PubChem BioAssay (The Scripps Research Institute Molecular Screening Center)
# TEAD-YAP inh – TEAD-YAP interaction inhibition, primary screen, TEAD-YAP interaction inhibitor project, luminescence, HEK-TIYL cells; inhibition, % at 9.12 µM; 1.4% of 640,000 active; TEAD-Gal4/YAP UAS-luciferase luminescence; in the data active means inhibition above about 32%;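 further: 0% = median of test compound wells and 100% = reference inhibitor wells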
# MITF primary – MITF inhibitors, primary screen, biochemical, AlphaScreen, human | inhibition, % at 2.6 µM | 0.91% of 650,000 active | AlphaScreen MITF homodimerization, bead proximity signal | Microphthalmia-associated transcription factor (Homo sapiens), O75030; in the data active means inhibition above about 50%;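 further: 0% = vehicle wells with protein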
# Target sequence (O75030 whole entry, looked up): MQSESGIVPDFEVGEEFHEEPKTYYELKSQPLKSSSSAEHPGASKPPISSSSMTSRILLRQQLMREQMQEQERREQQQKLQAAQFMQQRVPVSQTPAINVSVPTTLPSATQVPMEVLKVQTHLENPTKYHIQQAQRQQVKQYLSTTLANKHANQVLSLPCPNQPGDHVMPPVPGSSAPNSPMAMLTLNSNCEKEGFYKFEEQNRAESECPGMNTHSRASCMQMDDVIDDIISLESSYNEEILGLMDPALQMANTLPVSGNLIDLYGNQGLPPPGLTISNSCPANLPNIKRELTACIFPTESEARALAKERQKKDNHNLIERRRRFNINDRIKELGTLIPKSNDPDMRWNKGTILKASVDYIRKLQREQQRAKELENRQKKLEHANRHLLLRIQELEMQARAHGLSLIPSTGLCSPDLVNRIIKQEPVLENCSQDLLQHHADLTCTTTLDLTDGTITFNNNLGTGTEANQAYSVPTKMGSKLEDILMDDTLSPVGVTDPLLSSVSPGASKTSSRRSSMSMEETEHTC
# GPR151 ag – activators of human GPR151, primary screen, cell-based, PathHunter beta-arrestin, luminescence. G-protein coupled receptor 151 (Homo sapiens), Q8TDV0. PathHunter beta-arrestin GPR151 cells. activation, % at 11.2 µM. 1% of 650,000 active. AID 1508602, 2020; in the data active means activation above about 4.9%;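 further: 0% = median of compound wells and 100% = cells with positive control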
# Target sequence (Q8TDV0 whole entry, looked up): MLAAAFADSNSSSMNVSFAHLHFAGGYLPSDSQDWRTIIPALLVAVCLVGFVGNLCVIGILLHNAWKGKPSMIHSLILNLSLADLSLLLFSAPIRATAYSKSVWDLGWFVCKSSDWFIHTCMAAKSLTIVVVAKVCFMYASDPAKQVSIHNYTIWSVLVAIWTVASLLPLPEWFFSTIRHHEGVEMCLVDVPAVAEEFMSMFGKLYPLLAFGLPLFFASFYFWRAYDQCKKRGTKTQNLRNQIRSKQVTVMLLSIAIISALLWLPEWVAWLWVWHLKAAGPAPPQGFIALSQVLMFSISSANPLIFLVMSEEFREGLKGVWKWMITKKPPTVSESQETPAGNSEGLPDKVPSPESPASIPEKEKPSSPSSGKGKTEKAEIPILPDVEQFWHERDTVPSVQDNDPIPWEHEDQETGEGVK
# FBW7 act – FBW7 E3 ligase activators, primary screen, biochemical, AlphaScreen, human; F-box/WD repeat-containing protein 7 (Homo sapiens), Q969H0; AID 1259310, 2017; AlphaScreen FBW7–phospho-cyclin E peptide binding, activator screen; 0.13% of 650,000 active; normalized activity (activation), % at 26.1 µM; in the data active means normalized activity above about 1.9%;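 further: purified mutant Fbw7 with reduced substrate affinity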
# * = called active by the depositor; · = not tested or not shown; & = joins results of further samples.
SMILES,TEAD-YAP inh,MITF primary,GPR151 ag,FBW7 act
COC[C@H]1OC(=O)c2coc3c2[C@@]1(C)C1=C(C3=O)C2CCC(=O)[C@@]2(C)C[C@H]1OC(C)=O (some centres undefined),-13.2&-4.4,20.8&6.2&2.3,0.1&-1.0&1.4,-0.1&-0.1&-0.1
COc1ccc(C(F)(F)F)cc1N1C(=O)CC(=O)NC1=O,10.3,9.8,0.2,1.6
COc1ccc(Br)cc1CNCCc1c[nH]c2ccccc12,-2.6,12.7,-2.4,0.1
Cc1cccc(C)c1NC(=O)CN1CCCC1=O,-2.5,-11.7,-1.2,-0.1
CCCCOc1ccc(C(=O)Nc2ccc(Cl)cc2C(=O)c2ccccc2)cc1,-0.1,-1.8,3.3,-0.1
CC1(C)CN=C(NCc2cccnc2)S1,-4.7,-13.5,1.9,-0.2
O=C(Cc1ccccc1)N1CCN(Cc2ccccn2)CC1,0.4,47.5,-0.1,-0.5
CC(=O)CC1CCCCN1 (centres undefined),1.1,5.1,-1.1,-0.1
COc1cc(CN2CCN(C)CC2)c([N+](=O)[O-])cc1OC,13.8,-2.6,1.7,0.2
CCCCCCC(=O)O[C@H]1CC[C@H]2[C@@H]3C=CC4=CC(=O)CC[C@]4(C)[C@H]3CC[C@]12C,·,21.2,-1.6,·
CC(O)CN1CCN(CC(=O)O)CCN(CC(=O)O)CCN(CC(=O)O)CC1.[Gd+3] (centres undefined),3.8,-11.1,0.3,-0.1
O=C(C1CC(=O)N(C2CCCCCCC2)C1)N1CCC2(CC1)OCCO2 (centres undefined),0.7,3.5,2.3,-0.1
CN1N=C(c2ccccc2)NN(C)P1(=S)c1ccccc1 (centres undefined),-10.5,-47.9,2.9,-0.1
NNC(=O)c1ccc(O)cc1,6.0,18.2,-0.7,0.2
COc1cc(C(c2c(O)c3ccccc3oc2=O)c2c(O)c3ccccc3oc2=O)ccc1O,-7.3,2.3,1.4,0.1
COc1ccc(/C=C/c2nc3ccccc3c(=O)n2-c2ccc(F)cc2Cl)cc1,-2.5,3.6,1.0,-0.2
Cc1c(N)c(C)c([N+](=O)[O-])c(C)c1[N+](=O)[O-],10.5,-253.2,1.8,-0.1
CCN(CC)CCC(=O)OC1CC2CCC(C1)N2C (centres undefined),-10.1,9.5,-0.8,0.0
CCC(=O)N1CC(=O)Nc2ccc(F)cc2C1c1ccc(F)cc1 (centres undefined),-4.1,-2.1,-0.6,-0.1
CN(C)C(=O)Oc1ccc(Cl)c2cccnc12,-10.2,5.5,-0.2,0.1
O=C(O)c1ccc(-n2c(O)c(/C=C3\C=Nc4ccccc43)c(=O)[nH]c2=O)cc1,1.5,-8.2,0.2,0.0
CC(C)/C=C/CN1CCC[C@@H]2CN(C(=O)c3ccncc3)CC[C@H]21,2.7,-12.4,-1.0,0.0
CCc1c(C)nc(N)nc1N1N=C1SCC(N)=O,-4.7,13.9,9.5*,0.5
N#CC1=C(N)Oc2c(c(=O)oc3ccccc23)C1c1ccc(F)c(Br)c1 (centres undefined),1.0,5.9,-0.5,0.0
CCOc1ccc(Br)cc1C=C(C#N)C#N,3.7,-0.5,0.5,0.0
COc1ccc2nc(N3CCN4CCCC4C3)c(C#N)cc2c1 (centres undefined),3.7,-6.8,-0.3,-0.1
COc1ccccc1N1C(=O)NC(=O)/C(=C\c2ccc(Cl)cc2Cl)C1=O,-6.7,-0.5,0.7,-0.2
O=C(Cc1ccc(Cl)cc1)N1CCN(Cc2ccccc2)CC1,-6.8,1.2,2.1,-0.1
NCCc1c[nH]c2ccccc12,5.8&-3.2,9.8&-16.0,2.0&-1.0,0.1&0.0
Cc1cc(NCCN)nc2ccccc12,-0.5,-6.9,0.3,-0.2
CC(=O)N[C@@H](C)C(=O)NCc1ccc2c(c1)OCO2,-1.0,6.5,1.3,0.0
Clc1cncc(N2CCNCC2)n1,·,-1.9,1.0,0.1
O=c1c2ccccc2nc(/C=C/c2ccc(F)cc2)n1-c1ccc(F)c(Cl)c1,1.8,-14.9,-0.6,-0.2
COc1cc(/C=C/[N+](=O)[O-])cc(I)c1O,1.6,18.0,-1.4,-0.1
Cc1cc(Cl)ccc1OCCCC(=O)NCc1cccs1,5.7,3.6,0.7,0.2
C/C(=N\NC(=O)c1ccncc1)c1c(O)[nH]c(=O)[nH]c1=O,2.0,3.2,1.1,-0.1
O=C1C2C3C=CC(O3)C2C(=O)N1c1ccc(Br)cc1 (centres undefined),15.5,8.5,-0.4,0.1
COc1cc(NC(=O)CN2C3CCC2CC(O)(c2cccnc2)C3)cc(OC)c1 (centres undefined),0.5,-6.6,-0.8,0.6
C=CCN1CC[C@]23c4c5ccc(O)c4O[C@H]2C(=O)CCC3(O)[C@H]1C5 (some centres undefined),·,7.7,0.1,0.0
O=[N+]([O-])c1ccc(N2CCc3ccccc3C2)c2nonc12,-5.7,13.9,-0.6,0.4
COc1ccc(/C=C/C(=O)CC(=O)/C=C/c2ccc(OC)c(OC)c2)cc1OC,·,-4.2,-2.1,·
CCNC(=O)c1c(COc2ccc(C)cc2)n(Cc2ccccn2)c(C)cc1=O,-5.7,-2.1,-0.4,0.0
COc1cccc2c1OC1(CCN(C(=O)Nc3ccc(F)cc3F)CC1)OC2,0.9,21.5,0.2,-0.2
O=C1CN=C(c2ccccc2Br)c2cc(Br)ccc2N1,9.2,15.9,-1.6,0.1
CN1C(=O)N(C)C(=O)C(CCc2ccncc2)(Cc2cccc3ccccc23)C1=O,-7.5,-4.3,1.6,-0.2
CSc1cccc2sc(N(CCN(C)C)C(=O)Cc3ccccc3)nc12,4.4,5.7,3.4,-0.1
CN(C)C1(CNC(=O)Cc2ccccc2F)CCCCC1,-2.9,-19.8,0.0,0.1
Cc1ccc(Cn2nnnc2CN2CCC(n3c(C)nc4cc(F)ccc43)CC2)cc1,-0.2,-1.0,-0.3,0.1
Cc1[nH]c2ccccc2c1/C=C/[N+](=O)[O-],5.0,4.0,-0.1,0.0
COc1cc(/C=C/c2nc3ccccc3c(=O)n2-c2ccc(C)cc2)ccc1O,31.2,-2.9,1.6,-0.1

# The list goes on.
SMILES,TEAD-YAP inh,MITF primary,GPR151 ag,FBW7 act
COc1ccc(CCNC2CC3CCC2C3)cc1OC (centres undefined),1.8,35.9,1.1,0.1
COc1cc2c(cc1OC)CC(C)(C)NC2,7.7,-6.9,1.2,0.1
Cn1c(O)c(C=NC2CC2)c(=O)n(C)c1=O,-2.4,19.3,0.0,0.3
O=[N+]([O-])c1ccc(/C=C2\C(O)C3CCN2CC3)cc1 (centres undefined),3.6,-1.5,0.0,-0.1
CN(C)/N=C/c1ccc(C(O)C(Cl)(Cl)Cl)o1 (centres undefined),-23.2,-5.3,-1.1,-0.2
C=C(C)[C@@H]1CCC(C)=C[C@H]1c1c(O)cc(O)cc1CCCCC,·,-17.2,-0.2,·
COc1cc(/C=C2\Sc3ccccc3C2=O)ccc1OC(=O)N(C)C,-16.8,7.0,0.1,-0.1
COc1ccc(N2C(=O)/C(=C/c3ccc(OCC(=O)O)c(Cl)c3)C(=O)NC2=S)cc1,6.6,15.3,-0.2,-0.1
c1ccc(CCCCN2CCC(c3ccccc3)CC2)cc1,·,2.4,-0.1,-0.2
COP(=O)(OC)C(NC(=O)/C=C/c1ccccc1)C(Cl)(Cl)Cl (centres undefined),-31.8,-5.6,1.0,-0.1
N=C1c2ccccc2CN1c1ccc2ccccc2c1,-65.3,11.0,-2.1,0.0
Cc1cc(C=C2C(=O)NC(=S)NC2=O)c(C)n1-c1ccccc1C(F)(F)F,3.0,8.0,1.2,-0.1
O=[N+]([O-])c1ccc(CCNC2CC3CCC2C3)cc1 (centres undefined),-4.4,12.6,-1.1,-0.3
CN1CCC(N2CC3CC(C2)c2cccc(=O)n2C3)CC1 (centres undefined),6.5,2.8,-0.4,0.3
CC(C)Oc1ccccc1C1C(C#N)=C(N)Oc2c1c(=O)oc1ccccc21 (centres undefined),1.6,-1.7,0.5,-0.1
O=C1CSC2N1CCCNC21CCCCC1 (centres undefined),-0.7,10.0,0.6,0.1
COc1ccc(F)c(CN2CCN(CC(C)C)C(CCO)C2)c1 (centres undefined),10.2,0.0,-2.0,-0.1
COc1ccc(/C=C/C(=O)N2c3ccc(C)cc3C3CN(C)CCC32)cc1 (centres undefined),-1.5,7.8,1.1,-0.1
O=C(Cc1cccs1)N1CCN(Cc2nnnn2-c2ccc(F)cc2)CC1,-1.4,6.4,1.1,-0.1
CCOP(=O)(OCC)C(O)c1ccc2c(c1)OCO2 (centres undefined),-0.9,0.5,1.8,-0.1
CCOC(=O)c1ccc(N=Cc2c(O)n(-c3ccc(OC)cc3)c(=S)[nH]c2=O)cc1,-15.9,-10.8,0.3,-0.2
CC(=O)c1ccc(C(=O)Nc2ccc(Br)cc2C(=O)c2ccccc2)cc1,-0.3,10.2,0.6,0.3
O=c1c2ccccc2nc(/C=C\c2cccc(C(F)(F)F)c2)n1-c1cccc(F)c1,-3.3,-4.8,0.3,-0.1
Cc1[nH]c2c(Cl)c(Cl)ccc2c1CCN,24.5,3.0,0.9,-0.1
OCCC1CN(Cc2ccccc2)CCN1Cc1ccc(F)cc1 (centres undefined),6.2,1.9,0.1,-0.2
CCOc1cc(CN2CCN(CCO)CC2)ccc1OC,5.3,8.3,-0.6,0.9
CCOC(=O)c1ccc(N2C(=S)NC3c4ccccc4OC2(C)C3C(=O)OCC)cc1 (centres undefined),-4.1,19.8,-1.5,-0.4
Cc1ccc(-n2c(/C=C/c3ccc(O)cc3)nc3ccccc3c2=O)cc1,-11.3,5.7,1.5,-0.3
CN1C(=O)C(Cc2cccs2)C(=O)N(C)C1=O,3.4,-4.8,-0.7,-0.1
O=C(Nc1ccccc1F)OC1CN2CCC1CC2 (centres undefined),-0.6,-0.4,0.0,0.0
COc1cccc(-n2c(/C=C/c3ccco3)nc3ccccc3c2=O)c1,5.2,0.8,1.5,-0.1
COC(=O)C1C2c3ccccc3OC1(C)N=c1s/c(=C\c3ccccc3)c(=O)n12 (centres undefined),-3.2,3.8,-2.5,0.0
CCc1cc2c(s1)N(CC(=O)OC)C(=O)CN=C2c1ccccc1OC,1.8,-7.4,0.4,0.1
COc1cccc(-n2c(CN3CCCCC3C)nc3ccc([N+](=O)[O-])cc3c2=O)c1 (centres undefined),-1.1,12.3,-1.2,-0.1
O=C1NC(=S)N(c2cccc(Cl)c2)C(=O)/C1=C/c1ccc2c(c1)OCO2,4.7,-9.9,0.2,0.2
CCCC(C)n1[nH]c(=O)c2c1NC(=O)CSC2c1ccc(OC)cc1 (centres undefined),-16.7,-10.7,1.7,-0.1
Cc1cc(=O)c(C(=O)NCCc2ccccn2)c(CCc2ccccc2)n1CC1CCCO1 (centres undefined),-5.2,2.6,-0.5,0.0
O=c1c2ccccc2nc(/C=C/c2cccc3ccccc23)n1-c1ccc(Br)cc1,0.7,18.5,0.2,1.1
C(=Nc1ccccc1)c1c[nH]c2ccccc12,5.3,20.6,-0.4,0.1
COC(=O)c1ccc(-n2c(C)nc3ccccc3c2=O)cc1,1.2,14.2,-0.5,0.8

# Record cards, from the list above.
# O=c1c2ccccc2nc(/C=C/c2cccc3ccccc23)n1-c1ccc(Br)cc1 is entered as TEAD-YAP inh: 0.7; MITF primary: 18.5; GPR151 ag: 0.2; FBW7 act: 1.1
# COC(=O)c1ccc(-n2c(C)nc3ccccc3c2=O)cc1 is entered as TEAD-YAP inh: 1.2; MITF primary: 14.2; GPR151 ag: -0.5; FBW7 act: 0.8

# Back to the main list with the 2 entries that preceded the break.
SMILES,TEAD-YAP inh,MITF primary,GPR151 ag,FBW7 act
C(=Nc1ccccc1)c1c[nH]c2ccccc12,5.3,20.6,-0.4,0.1
COC(=O)c1ccc(-n2c(C)nc3ccccc3c2=O)cc1,1.2,14.2,-0.5,0.8
Cc1cccc(-n2c(O)c(C=NC34CN5CN(CN(C5)C3)C4)c(=O)[nH]c2=O)c1,-6.5,-10.6,0.3,-0.1
COCc1c(C(=O)NCc2ccncc2)c(=O)cc(C)n1CC1CCCCC1,6.1,2.9,1.0,-0.1
COC(=O)c1cc([N+](=O)[O-])c(N2CCNCC2)c([N+](=O)[O-])c1O,-8.1,-1.6,-0.9,-0.2
OCC(O)CNCCc1ccc(Cl)cc1Cl (centres undefined),-3.9,24.0,-0.2,-0.1
CC1CCCN(c2ccc(C(=O)N3CCC4(CC3)OCCO4)cc2[N+](=O)[O-])C1 (centres undefined),-3.2,2.1,0.9,-0.2
O=c1cccc2n1CC1CC2CN(c2ncnc3c2cnn3-c2ccc(Cl)cc2)C1 (centres undefined),2.2,10.5,-1.4,0.1
C#CC(C)(C)N1CCC(O)C2CCCC21 (centres undefined),4.9,1.8,-0.3,0.1
Cc1cccc(C(O)(C(=O)NNC(=O)CN2CCN(C)CC2)c2cccc(C)c2)c1,0.8,16.8,-0.7,0.2
Fc1ccc(C2C=C(c3cccnc3)Nc3ncnn32)cc1 (centres undefined),-0.7,-7.8,-0.9,-0.4

# Two records drawn at random from the list so far, as already listed:
SMILES,TEAD-YAP inh,MITF primary,GPR151 ag,FBW7 act
CC1CCCN(c2ccc(C(=O)N3CCC4(CC3)OCCO4)cc2[N+](=O)[O-])C1 (centres undefined),-3.2,2.1,0.9,-0.2
Cc1cccc(-n2c(O)c(C=NC34CN5CN(CN(C5)C3)C4)c(=O)[nH]c2=O)c1,-6.5,-10.6,0.3,-0.1

# These rows are one share of the data; rates above refer to the full screens.
